# Source: PubChem (several laboratories)
# GLD-1 RNA inh – GLD-1-TGE RNA interaction inhibition (C. elegans); Q17339; purified GLD-1 + fluorescein TGE RNA, fluorescence polarization; inhibition, % at 5.96 µM; 0.44% of 320,000 active;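 active = percent inhibition above a per-plate cutoff, the plate mean of test compounds plus 3 SD, cut at about 30% in these data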;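 note: 0% = DMSO wells with GLD-1 and probe and 100% = wells lacking GLD-1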
# PME-1 inh – PME-1 (human) inhibition; AID 2130; 0.53% of 320,000 active; inhibition, % at 5.9 µM; recombinant PME-1, FP-Rh probe fluorescence polarization; Q9Y570;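 active = inhibition above the campaign mean of all compounds plus 3 SD, cut at about 26% in these data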;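 note: competitive labeling of PME-1 active site by serine hydrolase directed probe; 0% = PME-1 with DMSO and 100% = wells lacking PME-1 enzyme; inhibitors block probe labeling so polarization falls and inhibition rises; many of its hits are not listed in these tables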
# Target sequence (Q9Y570 whole entry, looked up): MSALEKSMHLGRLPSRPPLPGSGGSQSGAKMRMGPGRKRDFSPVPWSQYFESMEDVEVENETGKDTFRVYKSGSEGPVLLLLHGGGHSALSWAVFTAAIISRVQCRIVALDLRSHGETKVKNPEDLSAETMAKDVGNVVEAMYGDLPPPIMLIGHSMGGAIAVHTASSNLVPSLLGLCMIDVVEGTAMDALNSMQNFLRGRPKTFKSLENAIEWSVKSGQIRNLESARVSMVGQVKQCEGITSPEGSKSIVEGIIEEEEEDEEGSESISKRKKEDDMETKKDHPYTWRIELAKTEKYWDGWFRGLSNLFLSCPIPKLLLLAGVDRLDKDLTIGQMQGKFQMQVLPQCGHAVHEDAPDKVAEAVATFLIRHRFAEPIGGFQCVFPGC
# GSTO1 inh – blocks human GSTO1 in RBBP9 counter-screen; P78417; recombinant GSTO1, activity-based probe fluorescence polarization; inhibition, % at 5.96 µM; 1.1% of 300,000 active; AID 1974;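 active = inhibition above the campaign mean inhibition plus 3 SD, cut at about 35% in these data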;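 note: 0% = GSTO1-1 with DMSO and 100% = wells lacking GSTO1-1 enzyme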
# Target sequence (P78417 whole entry, looked up): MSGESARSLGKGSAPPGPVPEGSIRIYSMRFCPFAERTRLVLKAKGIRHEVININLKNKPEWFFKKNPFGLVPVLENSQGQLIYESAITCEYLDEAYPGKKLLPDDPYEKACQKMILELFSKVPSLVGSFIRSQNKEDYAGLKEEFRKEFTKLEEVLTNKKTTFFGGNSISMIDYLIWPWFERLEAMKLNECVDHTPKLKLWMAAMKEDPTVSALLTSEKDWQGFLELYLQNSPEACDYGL
# PAD4 inh – inhibitors of human PAD4; recombinant PAD4, RCA probe fluorescence polarization; 0.41% of 330,000 active; inhibition, % at 6.36 µM; Q9UM07;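 active = percent inhibition above a cutoff equal to the mean of all tested compounds plus 3 SD, cut at about 15% in these data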;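 note: 0% = PAD4 with RCA probe and DMSO and 100% = probe without PAD4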
# MCL1-BIM inh – MCL1-BIM-BH3 interaction inhibition (human); 0.68% of 320,000 active; inhibition, % at 10.9 µM; AID 2057; GST-MCL1 / FITC-Bim-BH3 fluorescence polarization;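 active = inhibition above the mean inhibition of all tested compounds plus 3 SD, set per campaign, cut at about 40% in these data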;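 note: 0% = DMSO wells and 100% = unlabeled Bim-BH3 peptide control; higher means more loss of mP so more displacement of Bim peptide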
# TPT1 inh – blocks Candida albicans tRNA 2'-phosphotransferase. recombinant caTPT1, FP RNA substrate dephosphorylation. inhibition, % at 5 µM. 0.81% of 300,000 active. AID 1962;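 active = inhibition above the mean of all tested compounds plus 3 SD, set per screening campaign, cut at about 24% in these data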;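 note: plate controls were DMSO alone for no effect and ferristatin control at 100 nM for full effect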
# Fam108B inh – Fam108B inhibition, counter-screen for RBBP9 inhibitors; inhibition, % at 9.51 µM; 0.33% of 300,000 active; recombinant Fam108B, FP-Rh probe fluorescence polarization;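 active = inhibition above the screen mean inhibition plus 3 SD, computed separately per campaign, cut at about 18% in these data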;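 note: inhibitors lower polarization as less probe binds the enzyme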
# Bcl-xL primary – inhibitors of human Bcl-xL. Q07817. 0.7% of 320,000 active. GST-Bcl-xL / FITC-Bim BH3 peptide fluorescence polarization. inhibition, % at 10.9 µM. AID 2129;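 active = inhibition above the mean of all tested compounds plus 3 SD, cutoff set per campaign, cut at about 30% in these data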;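 note: 0% = DMSO wells and 100% = unlabeled Bim-BH3 peptide competitor; inhibitors lower millipolarization by displacing the labeled peptide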
# MEX-5 binding – C. elegans MEX-5 TCR-2 RNA binding activity; Q9XUB2; MEX-5/FITC-TCR2 RNA binding, fluorescence polarization; stronger effect = lower value; activity score (negative = inhibition of binding), % at 10 µM; 0.38% of 300,000 active; AID 1832;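 active = inhibition past about -25% in most replicates, and total fluorescence under double the plate's negative control median, limit read from the data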;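 note: 0% = DMSO and -100% = 5 µM competing unlabeled TCR2 RNA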
# * marks the source's active call; other numbers are inactive results; x = no result given. An excerpt (hit frequency here may not be typical).
Compound,GLD-1 RNA inh,PME-1 inh,GSTO1 inh,PAD4 inh,MCL1-BIM inh,TPT1 inh,Fam108B inh,Bcl-xL primary,MEX-5 binding
CCOC(=O)c1nnsc1-c1ccc(-c2snnc2C(=O)OCC)cc1,-1,1,5,5,2,-3,-1,4,-0.7
COc1ccc(NC(=O)C2CCN(S(=O)(=O)c3c(C)noc3C)CC2)cc1Cl,4,-1,-2,1,-1,-4,-3,0,0.0
CN(C(=O)CNC(=O)c1ccc(Br)o1)C1CCCCC1,4,0,1,-1,3,0,1,1,-2.4
CCc1ccc(C2CC(=O)NC(SCC(=O)OC(C)C)=C2C#N)cc1 (configuration not stated),-1,6,-3,-4,6,1,0,3,0.8
Cc1cccc(C)c1OCC(=O)Nc1cccc(S(=O)(=O)N2CCCC2)c1,2,2,1,0,-3,3,-1,-2,-0.5
CCCc1nn2c(=O)cc(CSCC(=O)Nc3ccc(F)cc3)nc2s1,-7,-5,14,4,3,1,8,6,1.6
CC(=O)Nc1ccc(N2C(=O)CC(Sc3nccc(C)n3)C2=O)cc1 (configuration not stated),3,-4,-2,-2,5,2,-2,4,-0.3
Cc1ccc(C)n1CCN1CCN(C(=O)c2ccco2)CC1,3,1,1,0,8,-2,-4,8,-4.7
CCOC(=O)c1nnn(CC(=O)Nc2ccccc2OC)c1C(=O)OCC,2,1,3,2,3,0,1,0,-2.0
O=S(=O)(c1cccc(-c2nnc3n2CCCCC3)c1)N1CCCC1,6,-5,-6,0,-4,1,-1,4,x
O=C(C[n+]1cccc(O)c1)NCc1ccc(Cl)cc1,6,4,10,-5,-1,3,-6,0,-0.2
CCOC(=O)N1CCN(C(=O)c2cc(C)no2)CC1,0,-3,1,-1,0,0,0,2,0.7
CCOC(=O)Nc1ccc(S(=O)(=O)NC2CCCCC2)cc1,2,2,0,-8,-4,0,0,-2,-0.1
CSc1cc(-c2ccccc2)n(Cc2ccccc2Cl)c(=O)c1C#N,2,-5,-2,-3,-6,-9,-9,2,3.1
CC(=O)c1ccc(NC(=O)c2ccc(NC(=O)c3ccco3)cc2)cc1,0,-9,2,-2,-23,1,-11,-15,0.3
CC(=O)c1cccc(NC(=O)Nc2cccs2)c1,8,6,5,-6,5,-2,5,5,2.8
Oc1ccc(-c2cccc(-c3ccc(O)cc3)c2)cc1,8,-9,4,-2,6,-3,1,0,1.4
Clc1cccc(-c2csc(Nc3cccnc3)n2)c1,8,12,-2,4,-9,-3,3,1,-0.1
O=C(NCC1CCCO1)c1cccc(NS(=O)(=O)c2ccc(Br)cc2)c1 (configuration not stated),0,-4,3,1,3,-3,-1,5,0.4
CCC(Oc1ccccc1)C(=O)Nc1nc2c(s1)C(=O)CC(C)(C)C2 (configuration not stated),0,0,-9,0,4,1,1,1,1.3
CC(=O)N1CCN(c2cccc(C)c2C)CC1,2,5,3,-2,6,-2,0,4,0.5
COc1ccc(OC(C)C(=O)N2CCc3ccccc3C2)cc1 (configuration not stated),-1,-2,11,1,10,-3,5,10,-3.5
CCOC(=O)c1c(C)noc1-c1ccc(Br)o1,6,0,1,1,-5,-4,-1,-2,0.9
COc1ccc(Cl)cc1NC(=S)Nc1ccccc1C,-3,1,5,2,8,-3,1,7,-0.1
CCOc1ccc(N(CC(=O)NCc2ccccc2Cl)S(=O)(=O)c2c(C)[nH]c(=O)[nH]c2=O)cc1,0,-2,2,-2,5,-2,-4,7,3.0
CN1CCN(S(=O)(=O)c2ccc(NC(=O)COc3ccccc3Cl)cc2)CC1,-2,3,-5,-1,-1,3,2,3,0.8
COC(CN(C)C(=O)c1ccc(CS(=O)(=O)c2ccccc2C)o1)OC,-1,-3,1,1,6,-6,3,2,-1.9
CC1CN(C(=O)CCC(=O)NCc2ccccc2)c2cc(Cl)ccc2O1 (configuration not stated),-2,5,5,2,-3,3,-2,3,1.0
O=C(COc1ccc(S(=O)(=O)N2CCCCC2)cc1)NCc1ccccn1,5,4,-1,-4,1,-2,2,4,-1.1
COc1ccc(OC)c(C2=Nn3c(nnc3-c3cc(C)[nH]n3)SC2)c1,2,2,25,6,1,-6,5,-3,1.6

# An excerpt from above in order of molar mass, lowest first.
Compound,GLD-1 RNA inh,PME-1 inh,GSTO1 inh,PAD4 inh,MCL1-BIM inh,TPT1 inh,Fam108B inh,Bcl-xL primary,MEX-5 binding
CC(=O)N1CCN(c2cccc(C)c2C)CC1,2,5,3,-2,6,-2,0,4,0.5
CC(=O)c1cccc(NC(=O)Nc2cccs2)c1,8,6,5,-6,5,-2,5,5,2.8
Oc1ccc(-c2cccc(-c3ccc(O)cc3)c2)cc1,8,-9,4,-2,6,-3,1,0,1.4
CCOC(=O)N1CCN(C(=O)c2cc(C)no2)CC1,0,-3,1,-1,0,0,0,2,0.7
Clc1cccc(-c2csc(Nc3cccnc3)n2)c1,8,12,-2,4,-9,-3,3,1,-0.1
CCOC(=O)c1c(C)noc1-c1ccc(Br)o1,6,0,1,1,-5,-4,-1,-2,0.9
COc1ccc(Cl)cc1NC(=S)Nc1ccccc1C,-3,1,5,2,8,-3,1,7,-0.1
COc1ccc(OC(C)C(=O)N2CCc3ccccc3C2)cc1 (configuration not stated),-1,-2,11,1,10,-3,5,10,-3.5
CCOC(=O)Nc1ccc(S(=O)(=O)NC2CCCCC2)cc1,2,2,0,-8,-4,0,0,-2,-0.1
COc1ccc(OC)c(C2=Nn3c(nnc3-c3cc(C)[nH]n3)SC2)c1,2,2,25,6,1,-6,5,-3,1.6
CCC(Oc1ccccc1)C(=O)Nc1nc2c(s1)C(=O)CC(C)(C)C2 (configuration not stated),0,0,-9,0,4,1,1,1,1.3
CSc1cc(-c2ccccc2)n(Cc2ccccc2Cl)c(=O)c1C#N,2,-5,-2,-3,-6,-9,-9,2,3.1
CC1CN(C(=O)CCC(=O)NCc2ccccc2)c2cc(Cl)ccc2O1 (configuration not stated),-2,5,5,2,-3,3,-2,3,1.0
COC(CN(C)C(=O)c1ccc(CS(=O)(=O)c2ccccc2C)o1)OC,-1,-3,1,1,6,-6,3,2,-1.9
O=C(COc1ccc(S(=O)(=O)N2CCCCC2)cc1)NCc1ccccn1,5,4,-1,-4,1,-2,2,4,-1.1
CN1CCN(S(=O)(=O)c2ccc(NC(=O)COc3ccccc3Cl)cc2)CC1,-2,3,-5,-1,-1,3,2,3,0.8
